# Compound activity deposited in PubChem BioAssay by several laboratories.
# GPR35 antagonists: GPR35 antagonists blocking zaprinast-driven arrestin recruitment, primary screen, imaging, U2OS, beta-arrestin-GFP, zaprinast agonist (AID 2058) | 290,000 compounds, 0.052% hits | inhibition, % at 10 µM; hits with a dose series show IC50 in µM | U2OS GPR35 beta-arrestin-GFP translocation imaging, zaprinast antagonism; higher % means a stronger effect;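 active = inhibition of at least 50% with at least 30 cells and total cytoplasm GFP at most 10,000,000; inconclusive = under 30 cells or total GFP of 10,000,000 plus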
# KOR beta-arrestin-1: KOR antagonists, beta-arrestin recruitment, cell-based, luminescence, uHTS (AID 1778); one-dose inhibition, % at 10 µM; IC50 in µM for titrated hits; Kappa-type opioid receptor (Homo sapiens); 290,000 compounds, 0.091% hits; KOR beta-arrestin recruitment, luminescence, antagonist mode; higher % means a stronger effect; in the data active = inhibition above about 50%; also: strong numbers were not always called active
# K1F lysis inhibition: inhibition of K1F phage lysis, E. coli UTI89, bacterial capsule biogenesis inhibitors, alamar blue (AID 488966). 340,000 compounds, 0.02% hits. inhibition, % at 100 µM, or IC50 in µM where a hit was titrated. E. coli UTI89 K1F phage lysis, alamar blue, 2 h; higher % means a stronger effect;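 active = phage lysis inhibition, versus mean bacterial control, above a set limit; inconclusive = no clear call, values can overlap the other calls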;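 also: capsule biogenesis inhibitors block K1F phage lysis so surviving cells raise fluorescence; higher fluorescence means more inhibition of phage lysis; actives were called in the ten point dose series up to 300 µM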
# NOD1 inhibition: NOD1 signaling inhibitors, primary screen, cell-based, luminescence, uHTS (AID 1578). NOD1-driven NF-kB luciferase reporter cells, luminescence; higher % means a stronger effect. one-dose inhibition, % at 4 µM; EC50 in µM for titrated hits. 290,000 compounds, 1% hits; in the data active = inhibition mostly above about 36%, no sharp cut-off; inactive = mostly below about 34%;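 also: HEK-293T reporter cells stimulated with the NOD1 agonist gamma-tri-DAP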
# KOR beta-arrestin-2: KOR agonists, beta-arrestin recruitment, primary screen, cell-based, luminescence, uHTS (AID 1777) | Kappa-type opioid receptor (Homo sapiens) | KOR beta-arrestin recruitment, luminescence; higher % means a stronger effect | activation, % at 10 µM, or EC50 in µM where a hit was titrated | 280,000 compounds, 0.02% hits; in the data active = activation above about 50%, passing the limit was not always enough; also: a part of the inactive calls stands beside numbers as strong as those of hits
# GPR55 beta-arrestin: GPR55 agonists via beta-arrestin recruitment, primary screen, imaging, U2OS cells, beta-arrestin-GFP redistribution (AID 1961); activation, % at 10 µM, or EC50 in µM where a hit was titrated; 290,000 compounds, 0.048% hits; U2OS GPR55 beta-arrestin-GFP redistribution imaging; higher % means a stronger effect; G-protein coupled receptor 55 (Homo sapiens);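 active = activation above 40% with more than 50 cells counted in the well; inconclusive = wells holding fewer than 50 cells, flagged as toxic or sparse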;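 also: U2OS osteosarcoma cells stably expressing GPR55 and beta-arrestin-GFP; plate controls were DMSO negative control for no effect and LPI positive control for full effect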
# GPR55 LPI antagonism: GPR55 antagonists blocking LPI-driven arrestin recruitment, primary screen, imaging, U2OS, beta-arrestin-GFP, LPI agonist (AID 2013); inhibition, % at 10 µM; hits with a dose series show IC50 in µM; U2OS GPR55 beta-arrestin-GFP translocation imaging, LPI antagonism; higher % means a stronger effect; 290,000 compounds, 0.13% hits; G-protein coupled receptor 55 (Homo sapiens);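 active = spots per cell inhibited over 60%, with over 100 cells counted and total cytoplasm intensity under 500,000; inconclusive = wells with under 100 cells, flagged as likely toxic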;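 also: U2OS cells stably carrying GPR55 and arrestin-GFP stimulated by 5 µM LPI near EC80; imaged beta-arrestin-GFP aggregate spots per cell after agonist stimulation; plate controls were LPI-stimulated DMSO wells for no effect and DMSO wells without LPI for full effect; some results filed as inactive read as strong as hits; confirmed hits need IC50 under 10 µM and bright autofluorescent wells are also inconclusive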
# MgcRacGAP inhibition: MgcRacGAP GTPase-activating activity inhibitors, confirmation, biochemical, ADP Hunter fluorescence | 340,000 compounds, 0.6% hits | MgcRacGAP-stimulated Rac1 GTP hydrolysis, ADP Hunter fluorescence; higher % means a stronger effect; GST-tagged Rac1 F28L mutant substrate | Rac GTPase-activating protein 1 (Homo sapiens) | AID 624330, 2012 | one-dose inhibition, % at 30 µM; IC50 in µM for titrated hits;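 active = first-screen hits whose inhibition reached a set limit at any dose in the follow-up dose series; inconclusive = inhibition above the set first-screen limit but never retested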;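 also: fluorescence reports GDP produced by GAP-driven GTP hydrolysis; strong numbers were not always called active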
# NTR1 ag: agonists of NTR1, primary screen, imaging, U2OS cells, beta-arrestin-GFP, high content (AID 493036); 330,000 compounds, 0.17% hits; NTR1-U2OS beta-arrestin-GFP spot imaging, agonist mode; activation, % at 20 µM;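 active = activation at or above 40% of the spot to cytoplasm intensity ratio, with at least 20 cells analyzed; inconclusive = wells under 20 cells, flagged as cytotoxic or low count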;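 also: 0% = DMSO without peptide and 100% = 100 nM NTR1 peptide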
# Target sequence (P30989 whole entry, looked up): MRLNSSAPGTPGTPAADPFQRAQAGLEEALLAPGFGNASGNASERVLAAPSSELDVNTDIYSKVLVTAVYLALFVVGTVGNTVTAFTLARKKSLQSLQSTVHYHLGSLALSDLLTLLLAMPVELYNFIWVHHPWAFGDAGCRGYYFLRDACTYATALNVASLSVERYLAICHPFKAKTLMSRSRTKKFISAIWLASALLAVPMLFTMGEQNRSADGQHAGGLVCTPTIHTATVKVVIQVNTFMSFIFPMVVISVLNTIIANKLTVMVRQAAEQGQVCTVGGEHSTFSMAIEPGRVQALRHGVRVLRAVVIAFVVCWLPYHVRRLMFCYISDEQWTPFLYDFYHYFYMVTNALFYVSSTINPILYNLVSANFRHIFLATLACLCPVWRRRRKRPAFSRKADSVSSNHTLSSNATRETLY
# NTR1 ag cell count 20 µM: second read-out of NTR1 ag, no call of its own (marks repeat the call); cell count; measured here: cell count, cytotoxicity flag
# * = called active by the depositor; ? = inconclusive; . = no result given; [ ] = dose if it differs, or a comment.
SMILES,GPR35 antagonists,KOR beta-arrestin-1,K1F lysis inhibition,NOD1 inhibition,KOR beta-arrestin-2,GPR55 beta-arrestin,GPR55 LPI antagonism,MgcRacGAP inhibition,NTR1 ag,NTR1 ag cell count 20 µM
NC(=O)CSc1nnnn1-c1ccc(OC(F)(F)F)cc1,3.7%,1.4%,-0.1%,8.6%,2.2%,0.0%,6.3%,-2.0%,2.0,72
CCCCC1(C)OC(=O)C(=Cc2ccc(-c3ccc(Cl)c(C(=O)O)c3)o2)C(=O)O1 (stereo not drawn),-7.6%,2.2%,-0.2%[50 µM],0.3%,.,-0.3%,-1.4%,?,0.6,56
CCOC(=O)c1c(-c2ccc(C)o2)csc1NC(=S)NC(=O)N(C)C,-7.0%,-18.7%,10.2%,97.4%*,1.4%,0.2%,36.1%,11.5%,13.9,79
CCCNC(=O)C(=O)N/N=C/c1ccc(OCc2ccccc2)cc1,-13.9%,13.8%,0.2%,-24.6%,-6.1%,-0.4%,-6.1%,1.4%,0.0,97
O=C(Nc1ccccc1C(=O)O)C1=NN=CC1,6.6%,-14.6%,0.1%,-7.2%,-2.5%,0.5%,7.7%,8.4%,-1.3,86
CCCSc1oc(-c2ccco2)nc1S(=O)(=O)c1ccc(C)cc1,16.8%,-17.8%,-0.1%,0.2%,1.1%,-0.1%,-11.7%,6.2%,9.1,54
COC(=O)c1ccc(CSc2nc3c(c(=O)n2-c2ccccc2)SCC3)o1,2.7%,-63.1%,0.5%,-4.9%,4.7%,-0.1%,-12.3%,3.7%,5.1,66
O=C(CCOc1ccccc1F)N1CCN(c2ccccc2O)CC1,2.5%,9.1%,-0.2%,-44.2%,-1.7%,0.1%,-5.3%,9.0%,2.0,45
Cc1nn(C)c(C)c1Sc1ccc(Br)cc1,8.4%,8.5%,-0.3%,17.3%,-3.5%,-0.1%,10.8%,11.7%,0.1,48
CCCC(=O)N1CCC(CCC(=O)NC2CC2)CC1,-2.8%,-26.6%,-0.1%,-6.5%,4.4%,-0.2%,0.0%,10.2%,0.1,63
COc1ccc(NS(=O)(=O)c2cccc(C(=O)NNC(=O)CNC(=O)c3ccco3)c2)cc1,0.4%,-10.4%,1.0%[50 µM],-3.8%,3.6%,0.0%,13.4%,10.0%,-0.4,45
CCOc1ccccc1NC(=O)Cn1nnc(C(=O)Nc2ccccc2Cl)c1N,7.8%,-22.6%,2.5%,-5.1%,-1.9%,-0.3%,9.0%,5.9%,3.0,60
O=C(CN1C(=O)c2ccccc2C1=O)Nc1ccccc1,6.3%,-24.1%[20 µM],-2.0%,-25.2%,-3.7%,-0.1%,12.7%,1.4%,-1.4,56
O=C(N/N=C/c1ccc2c(c1)OCO2)c1cccnc1,14.3%,-6.4%,-0.1%,-36.3%,-2.8%,-0.4%,0.3%,11.4%,0.4,43
CC(=O)c1cccc(NC(=O)COC(=O)c2ccccc2C)c1,1.1%,1.8%,0.1%,17.9%,8.7%,-0.2%,-0.6%,3.1%,-0.2,50
Cc1cc([N+](=O)[O-])ccc1NC(=O)CSc1nnc(C)n1C,-8.5%,3.6%,0.8%,-30.5%,2.6%,-0.1%,-7.2%,-1.1%,-0.2,56
COC(=O)[C@@H](NC(=O)c1ccc2c(c1)S(=O)(=O)c1ccccc1C2=O)C(C)C,-7.8%,-26.4%,0.3%,-19.8%,1.3%,0.2%,0.3%,6.2%,0.2,55
CC(C)CC(=O)Nc1ccc2oc(-c3ccncc3)nc2c1,-10.4%,-5.3%,0.6%,-31.1%,-9.1%,-0.2%,-0.6%,11.0%,-1.1,39
CCOC(=O)CN1C(=O)N(CC(=O)OCC)C(c2ccccc2)(c2ccccc2)C1=O,3.7%,-38.6%[20 µM],-0.3%,-7.3%,-2.6%,-0.1%,-3.6%,4.7%,-0.5,65
c1ccc(Cc2noc(CN3CCN(C4CCc5ccccc5C4)CC3)n2)cc1 (stereo not drawn),14.3%,-32.2%[20 µM],0.0%,4.6%,-0.5%,-0.1%,-5.6%,4.8%,-0.1,59
COc1cc(C(=O)OC2CCOC2=O)cc(Cl)c1OC (stereo not drawn),-2.4%,-24.7%,0.1%,-20.4%,3.3%,-0.3%,-2.4%,0.4%,3.2,57
CCOC(=O)c1sc2ccc(S(=O)(=O)N3CCCCC3)cc2c1N,10.8%,-6.6%,2.4%,25.3%,-4.9%,-0.4%,5.3%,0.1%,3.4,63
Cc1cc(N2CCCC2)n2nc(C)nc2n1,-4.3%,8.2%,0.2%,-4.6%,-2.4%,0.2%,10.1%,0.8%,-1.0,50
O=S(=O)(c1ccc(-c2ccon2)s1)N1CCN(CCN2CCOCC2)CC1,-7.4%,31.6%,-0.8%,-9.0%,5.1%,-0.2%,2.6%,3.4%,1.4,39
Cc1cc(Nc2ccc(F)cc2)nc(N)n1,20.4%,1.0%,0.6%,.,0.2%,-0.2%,-8.0%,7.7%,0.0,55

# Limited to GPR55 beta-arrestin, for some of the entries so far:
SMILES | GPR55 beta-arrestin
O=C(CCOc1ccccc1F)N1CCN(c2ccccc2O)CC1 | 0.1%
Cc1nn(C)c(C)c1Sc1ccc(Br)cc1 | -0.1%

# The list goes on:
SMILES,GPR35 antagonists,KOR beta-arrestin-1,K1F lysis inhibition,NOD1 inhibition,KOR beta-arrestin-2,GPR55 beta-arrestin,GPR55 LPI antagonism,MgcRacGAP inhibition,NTR1 ag,NTR1 ag cell count 20 µM
Cc1cc(=O)[nH]c(NCc2ccccc2)n1,-10.0%,25.1%,-1.3%[50 µM],-12.1%,8.1%,0.0%,2.8%,11.0%,-1.2,64
Cc1ccc(-n2nc3c(c2NC(=O)/C=C\c2ccc4c(c2)OCO4)CSC3)cc1,5.5%,-39.4%,0.0%,-11.2%,-2.1%,0.8%,7.3%,12.6%,-2.2,46
O=C(O)C1CCN(Cc2cccnc2)CC1,-15.0%,9.2%,0.2%,-35.1%,-1.1%,0.5%,1.7%,2.4%,1.6,28
CCN(CC)C(=O)C1CCCN(Cc2nc(-c3cccs3)no2)C1 (stereo not drawn),-8.3%,7.7%,0.1%,-25.7%,-1.9%,-0.2%,-6.8%,10.1%,-1.0,50
Cc1oc2ccc(NS(=O)(=O)c3ccccc3)cc2c1C(=O)Nc1ccccc1,12.4%,-11.2%,0.2%,-25.6%,5.6%,0.2%,9.6%,2.7%,-0.2,91
Cc1ccc(-c2n[nH]c3c2CCC3)cc1,5.9%,-11.9%,4.8%,12.4%,-2.6%,-0.1%,18.6%,7.1%,-1.2,66
COc1ccc(OC)c(S(=O)(=O)N(C)CC(=O)Nc2ccc3c(c2)OCO3)c1,-7.5%,10.0%,0.4%,.,3.6%,-0.2%,8.5%,8.4%,-0.5,42
C/C(=N\NC(=S)Nc1ccccc1C)c1ccc(O)cc1,-14.5%,17.0%,0.3%,-33.4%,-5.6%,0.2%,5.5%,?,2.8,46
COc1ccc(S(=O)(=O)Nc2ccc(C)cc2)cc1OC,-15.3%,3.4%,0.1%,-12.8%,-4.1%,0.2%,13.0%,8.5%,-0.9,97
CCCCc1c(C)nc(Nc2ccc(OC)cc2)[nH]c1=O,8.4%,-16.4%,0.3%,-4.2%,20.6%,-0.3%,-5.8%,11.1%,0.4,57
CCN(CCNC(=O)C1CCN(c2nnc(-n3cccc3)s2)CC1)c1ccccc1,0.6%,1.7%,-1.4%,-19.7%,-2.0%,-0.3%,-7.1%,2.6%,0.0,61
Cc1nn(Cc2ccccc2)c(Cl)c1C(=O)NC(C)(C)C,30.0%,-0.8%,-0.3%,-32.2%,0.9%,-0.1%,-0.8%,-3.3%,1.4,71
O=c1cnn(-c2ccc(Cl)cc2Cl)c(-c2ccccc2)c1,12.0%,-20.4%,0.0%,-39.8%,11.5%,-0.1%,3.4%,4.9%,4.9,91
CCOC(=O)N1CCN(C(=O)/C=C/c2ccc([N+](=O)[O-])cc2)CC1,-15.0%,-9.1%,0.1%,-19.9%,1.3%,-0.1%,2.0%,-2.3%,0.8,85
CC(=O)Nc1ccc(S(=O)(=O)Nc2nc3ccccc3nc2Nc2ccc(N)cc2)cc1,-18.7%,41.0%,0.2%,-2.6%,-0.7%,0.0%,-1.6%,?,0.7,55
Cc1nnc(SC(C)C(=O)Nc2ccc(S(=O)(=O)N3CCCCCC3)cc2)s1 (stereo not drawn),-10.4%,-47.1%,-0.3%,14.8%,0.3%,-0.3%,-9.9%,9.9%,0.2,89
COc1ccc(-c2cc(C(=O)N(C)Cc3cccc(OC)c3OC)c3ccccc3n2)cc1OC,-20.6%,-27.4%,-0.2%,8.5%,-1.0%,1.2%,-3.9%,1.5%,1.5,61
CCCCNC(=O)N(C)c1nc2ccccc2s1,9.4%,22.1%[20 µM],0.3%,-40.9%,-7.2%,-0.3%,-1.9%,7.9%,2.3,61
C=CCOc1ccc(C(=O)Nc2ccccc2C(=O)NCc2cccnc2)cc1,1.0%,-23.0%,-1.3%,13.3%,-1.0%,0.5%,-16.0%,4.1%,1.8,53
COc1ccccc1/C=C/C=N/n1c(COc2ccccc2)n[nH]c1=S,2.1%,-26.4%,-0.1%,-5.7%,-3.8%,0.0%,1.6%,9.3%,6.9,70
Cc1ccsc1/C=N/NC(=S)NCc1ccccc1,-11.7%,-55.6%,0.4%,0.7%,-0.4%,-0.4%,0.8%,10.7%,7.2,58

# Four compounds from above, arranged by the value under KOR beta-arrestin-2, highest first:
SMILES,KOR beta-arrestin-2
Cc1oc2ccc(NS(=O)(=O)c3ccccc3)cc2c1C(=O)Nc1ccccc1,5.6%
CCOC(=O)N1CCN(C(=O)/C=C/c2ccc([N+](=O)[O-])cc2)CC1,1.3%
CCN(CCNC(=O)C1CCN(c2nnc(-n3cccc3)s2)CC1)c1ccccc1,-2.0%
C/C(=N\NC(=S)Nc1ccccc1C)c1ccc(O)cc1,-5.6%

# These rows are one share of the data; count on the stated rates, not on these rows.
